# IDE cell activ = IDE (human) activation, cell-based. hit rate 0.073% among 340,000. HEK cells, FAbeta-B cleavage, fluorescence polarization; 0% vehicle, 100% cell-free pure enzyme wells. P14735. activation, % at 5.96 µM;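 active = activation above the mean of all tested compounds plus 3 SD, set per screening campaign, cut at about 17% in these data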
# Target sequence (P14735 whole entry, looked up): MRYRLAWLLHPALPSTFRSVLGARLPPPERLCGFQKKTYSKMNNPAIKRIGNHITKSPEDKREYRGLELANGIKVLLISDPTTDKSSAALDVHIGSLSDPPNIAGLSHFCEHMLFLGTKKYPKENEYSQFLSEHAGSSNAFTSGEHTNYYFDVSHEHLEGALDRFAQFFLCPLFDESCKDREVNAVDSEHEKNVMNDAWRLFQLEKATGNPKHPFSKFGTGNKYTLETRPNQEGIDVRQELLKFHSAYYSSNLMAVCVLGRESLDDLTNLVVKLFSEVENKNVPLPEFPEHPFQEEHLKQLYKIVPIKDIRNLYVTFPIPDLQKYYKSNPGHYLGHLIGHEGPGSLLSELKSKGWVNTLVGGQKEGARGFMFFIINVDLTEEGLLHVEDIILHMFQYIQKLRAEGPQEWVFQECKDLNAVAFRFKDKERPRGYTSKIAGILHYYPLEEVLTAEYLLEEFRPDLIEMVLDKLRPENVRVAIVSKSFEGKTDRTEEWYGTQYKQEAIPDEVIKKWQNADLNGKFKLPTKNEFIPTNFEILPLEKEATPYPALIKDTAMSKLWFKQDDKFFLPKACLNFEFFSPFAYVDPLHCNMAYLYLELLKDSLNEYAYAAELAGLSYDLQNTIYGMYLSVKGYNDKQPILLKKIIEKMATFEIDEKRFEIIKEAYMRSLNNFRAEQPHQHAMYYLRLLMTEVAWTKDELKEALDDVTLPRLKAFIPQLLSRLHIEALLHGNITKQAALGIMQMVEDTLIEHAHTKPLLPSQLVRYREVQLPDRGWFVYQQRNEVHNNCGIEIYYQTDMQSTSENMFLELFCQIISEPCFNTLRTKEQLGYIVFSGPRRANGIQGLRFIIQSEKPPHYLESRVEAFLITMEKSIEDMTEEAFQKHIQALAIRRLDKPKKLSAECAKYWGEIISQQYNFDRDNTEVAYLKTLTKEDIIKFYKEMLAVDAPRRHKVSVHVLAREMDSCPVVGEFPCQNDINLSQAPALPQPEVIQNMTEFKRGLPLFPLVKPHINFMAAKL
# p-CIP stab down = lowers stability of the mouse p/CIP coactivator protein | Q05BA5 | F442A p/CIP-EGFP cells, EGFP fluorescence, 16 h | decrease of EGFP signal, % at 10 µM | hit rate 0.01% among 290,000 | AID 1984;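 active = EGFP signal decrease of at least 30% at 10 µM or well 3 SD below plate mean, unless failing retest; inactive = the rest, including hits failing retest or dose response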; note: some compounds called inactive have numbers as strong as hits; many of its hits are not listed in these tables
# IMP-1 inhibitor = blocks Pseudomonas aeruginosa IMP-1 metallo-beta-lactamase; purified IMP-1, nitrocefin hydrolysis, epi-absorbance fluorescence; hit rate 0.45% among 290,000; inhibition, % at 5.6 µM; AID 1556;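 active = inhibition above the mean plus 3 SD of all compounds in the same screening run, cut at about 4.5% in these data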;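 note: 0% = IMP-1 with DMSO and 100% = DMSO wells lacking enzyme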
#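 System: Purified IMP-1 | Read-out basis: Percent enzyme inhibition | Controls: IMP-1 with DMSO as 0%, enzyme-free DMSO as 100% | Replicates: One well per compound | Doses: 5.6 µM nominal single concentration | Detection: Epi-absorbance fluorescence, 480 nm excitation, 530 nm emission | Incubation: 25 °C, 15 min preincubation, 25 min reaction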
# UBC9 SUMO inh = blocks human SUMOylation mediated by UBC9 | P63279 | HTRF SUMOylation assay, SAE1/SAE2 + UBC9, in vitro | inhibition, % at 35 µM | hit rate 0.36% among 290,000 | AID 2006; in the data active = inhibition above about 50%, passing the limit was not always enough; note: strong numbers were not always called active
# HCV NS3 hel inh = inhibitors of Hepatitis C virus NS3 helicase. NS3 helicase DNA unwinding, Cy5 molecular beacon fluorescence. inhibition, % at 10.9 µM. hit rate 0.56% among 290,000;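 active = inhibition above the mean of all tested compounds plus 3 SD, set per campaign, cut at about 35% in these data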;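 note: 0% = DMSO wells and 100% = thioflavine S control wells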
#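 Compound dosing – single dose, 10.9 µM nominal final, DMSO 0.8% final · System – NS3 helicase fragment of HCV · Buffer or medium – MOPS pH 6.5, MgCl2, DTT, Tween20, BSA · Signal – Cy5 beacon fluorescence read at start and 1 h · Also added – annealed dual-labelled DNA beacon duplex, ATP-started · Schedule – 1 h at 25 °C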
# FID counter = fluorescent intercalator displacement, NS3 helicase counter-screen | inhibition, % at 7.9 µM | DNA fluorescent intercalator displacement, fluorescence | hit rate 0.17% among 290,000; in the data active = inhibition above about 37%;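 note: 0% = vehicle and 100% = reference compound; higher means more ethidium bromide displaced from hairpin DNA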
# PHOSPHO1 inh = PHOSPHO1 (human) inhibition; inhibition, % at 13.3 µM; recombinant PHOSPHO1, absorbance phosphatase assay; Q8TCT1; hit rate 1.1% among 290,000; in the data active = inhibition above about 60%
# MEKK3 PB1 HTS = MEKK3-MEK5 PB1 interaction, increase or decrease; bead-based flow cytometry, Alexa488-MEK5 binding to MEKK3; actives lie on both sides; 0 = blocked by unlabeled MEK5, 100 = vehicle; binding response (% of control), % at 10 µM; hit rate 1.4% among 290,000; AID 1529;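 active = binding response more than 3 SD above or below the average of its plate-row segment, actives on both sides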;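 note: Alexa488 bead fluorescence after subtracting the streptavidin-only scavenger bead signal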
# VIM-2 inh = blocks Pseudomonas aeruginosa VIM-2 metallo-beta-lactamase | inhibition, % at 5.6 µM | hit rate 0.89% among 290,000 | purified VIM-2, nitrocefin hydrolysis, epi-absorbance fluorescence;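 active = inhibition above the mean of all tested compounds plus 3 SD, cutoff set per screening run, cut at about 7.5% in these data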;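 note: red hydrolysis product quenches plate fluorescence so inhibitors raise well fluorescence; 0% = enzyme with DMSO and 100% = DMSO without enzyme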
# Active calls of the source: *; . = no result given; [ ] = another dose, or the depositor's remark.
SMILES,IDE cell activ,p-CIP stab down,IMP-1 inhibitor,UBC9 SUMO inh,HCV NS3 hel inh,FID counter,PHOSPHO1 inh,MEKK3 PB1 HTS,VIM-2 inh
O=C1NC(=S)N/C1=C/c1cc([N+](=O)[O-])ccc1N1CCOCC1,.,-4,-0.8,-2,-1,1,18,.,0.5
CCOC(=O)C1CCN(S(=O)(=O)c2ccc3oc(=O)ccc3c2)CC1,5,-3,1.1,2,13,-10,37,99,1.8
COc1ccc(NC(=O)N(Cc2cc3cc(C)ccc3[nH]c2=O)CC2CCCO2)cc1 (configuration not stated),6,7,-2.1,21,-1,-33,58,130*,-2.5
CCC(=O)c1ccc(OCC(O)CN2CC(C)OC(C)C2)cc1 (configuration not stated),-1,6,-1.8,1,13,3,11,108,-3.3
COC(C[C@H](O)[C@H](C)[C@@H](O)COCc1ccccc1)OC,3,6,.,8,.,.,9,95,.
CCn1ncc(C2=NOC(C(=O)Nc3cnn(C45CC6CC(CC(C6)C4)C5)c3)C2)c1C (configuration not stated),-7,-1,-0.9,-18,-18,-36,16,111,-3.5
CC1(NC(=O)NCc2ccccc2)CCS(=O)(=O)C1 (configuration not stated),4,-5,-1.6,3,2,-2,35,94,-2.4
CC(=O)c1cccc(N(C(=O)CNC(=O)c2ccco2)C(C(=O)NCC2CCCO2)c2ccccc2)c1 (configuration not stated),2,-7,-1.9,2,2,-27,24,104,-1.7
Cc1c(N2C(=O)c3ccc4c5c(ccc(c35)C2=O)CC4)c(=O)n(-c2ccccc2)n1C,7,-12,-3.2,56*,15,-4,78*,97,3.2
O=C(CSc1ncn[nH]1)Nc1nc(-c2ccccc2)ns1,8,-5,-3.3,-18,-10,1,43,102,-2.8
Cc1cccc(OCCNc2ccc([N+](=O)[O-])cn2)c1,0,-5,-0.3,1,-19,6,-10,96,0.9
COc1ccc(C)cc1NC(=O)C1CCCN(S(=O)(=O)c2ccc3c(c2)CCCN3C(C)=O)C1 (configuration not stated),3,0,-5.3,-5,-9,-53,32,101,-3.7
COc1ccc(Nc2c([N+](=O)[O-])ccc3c2=NC2(CCCCC2)N=3)cc1,7,-2,-2.6,-3,14,6,4,98,-0.2
Cc1cnc(CNC(=O)C2CCC(=O)N(CCc3ccc(Cl)cc3)C2)cn1 (configuration not stated),-1,5,3.0,-8,-1,-7,41,104,-0.9
O=C(NCc1ccco1)NCC(F)(F)F,3,11,-0.8,-2,0,0,-34,100,-0.3
CC(C)OCCCN1CN(S(=O)(=O)c2cccc(Cl)c2)c2nc3ccccc3nc21,6,-6,-2.7,-23,0,-21,24,100,-3.2
CCC(=O)c1ccc(OCC(O)CNC(C)c2ccccc2)cc1 (configuration not stated),6,-1,-2.1,-8,-5,15,3,104,-3.3
CN1C(=S)SC(N(O)C(=O)Nc2ccccc2)C1(C)C (configuration not stated),7,8,0.3,-7,-1,-7,14,100,-1.8
Cc1ccc(-n2c(=O)[nH]c3c(C(N)=O)nc(CC(C)C)nc32)cc1,4,-2,-1.9,-7,1,-17,10,99,-5.2
Cc1oc(C(=O)O)cc1CSc1nnc(-c2ccccc2)n1C,1,-8,-3.9,-1,2,-1,7,102,-0.6
CC(C)(C)NC(=S)NCC1CC1,4,-11,-0.4,12,0,-2,-5,99,1.2
COc1cccc(/C=N/NC(=O)Cn2cnc3c2c(=O)n(C)c(=O)n3C)c1OC,.,7,-2.1,31,8,-24,20,100,-1.7
CC1CCCCN1C(C(=O)O)c1ccccc1 (configuration not stated),1,-6,-2.7,22,-3,-3,34,98,-6.3
CCN(CC1CCCO1)C(=O)CCc1nnc(CCc2ccc(OC)cc2)o1 (configuration not stated),5,-8,-5.2,14,12,-33,14,106,-3.5
CC(C)C[C@H]1CN=C(Nc2ccccc2)N1CCC1CCCCC1,4,-11,-2.1,8,-50,-1,-19,101,-2.7
CSCCCNC(=S)Nc1cccc(S(=O)(=O)NC2=NCCC2)c1,-4,0,-1.3,9,9,-1,24,85,-0.4
COc1ccc(C(=O)C2CCCN(C(=O)/C=C/c3ccccn3)C2)c(C)c1 (configuration not stated),-3,-10,-2.2,-4,1,-22,18,104,-2.0
CC(NC(=O)COC(=O)c1ccc(Cl)cc1O)c1ccc(F)cc1 (configuration not stated),8,14,-2.1,5,-2,-5,4,108,-1.1
COc1cc(NC(=O)Nc2cc(C)on2)cc(OC)c1OC,-1,-3,-3.8,0,5,-6,4,103,-1.6
CC(c1ccccc1)N1CCn2c(nc3cc(NC(=O)c4cccs4)ccc32)C1 (configuration not stated),-2,-7,-2.5,24,-24,-13,40,19*[inhibitor],-2.2
CCC(=O)N(Cc1ccco1)c1nc(-c2cc(OC)ccc2OC)cs1,4,0,-1.4,-16,1,-1,18,101,0.0
CN1CCN(CC(=O)N(Cc2c(C#N)c3ccccc3n2C)c2ccccc2)CC1,2,-3,-2.7,26,-11,8,-1,103,-0.9
Cc1ccc(CC2C(=O)N(c3nc(C)cc(C)n3)C(=O)C2C)cc1 (configuration not stated),-4,-8,0.5,12,14,-10,34,103,-1.2
O=C(O)c1c2c(nc3ccccc13)/C(=C/c1ccc(O)cc1)CCC2,-6,8,-2.8,13,-1,-6,24,105,-2.6
CCOC(=O)C1CCCN(S(=O)(=O)c2ccc(S(N)(=O)=O)cc2)C1 (configuration not stated),4,5,-1.9,9,-13,0,-25,90,-0.6
Cc1cc(-c2ccccc2)nc(SCC(=O)N2CCCC2)n1,0,12,-2.1,18,-7,-18,28,106,-0.1
COC(=O)c1cc(C)sc1NC(=O)C1C2C=CC(CC2)C1C(=O)O (configuration not stated),-3,-6,-3.3,4,-12,-3,16,94,0.8
O=C(c1ccccc1)c1cnc(Nc2ccccc2Cl)s1,2,-5,-1.7,-26,-11,-13,36,101,-3.4
c1ccc(COc2cccc(CN3CCc4ccccc4C3)c2)cc1,0,3,1.7,-8,-16,2,9,97,-1.2
C=C(C)COc1ccc(-c2ncncc2-c2ccccc2OC)c(O)c1,4,3,-4.0,12,-17,-34,25,107,-1.7
CCn1c(=O)cc(OCC(=O)Nc2cccc(C)n2)c2ccccc21,-15,10,-0.9,0,-6,-10,13,100,1.1
O=C(N/N=C/c1cn(-c2ccccc2)nc1-c1ccccc1)c1ccco1,-4,9,-1.9,2,-5,-12,22,106,-1.6
CCCCCOC(=O)Cc1c(O)c2ccccc2[nH]c1=O,1,8,-3.0,4,5,0,2,106,-2.1
COc1ccc(-c2cc(C(=O)N/N=C/c3ccc4c(c3)OCO4)c3ccccc3n2)c(OC)c1,4,-6,-4.2,20,-8,-1,28,100,-1.2
COc1cccc(CNC(=O)C(C)n2ccc3cc(S(=O)(=O)N4CCCC4)ccc32)c1 (configuration not stated),5,-11,-4.4,0,-10,-31,24,101,-2.2
Cc1cc(NC(=O)Cn2cnc3sc(C)c(-c4ccccc4)c3c2=O)no1,3,10,3.9,-8,-11,-12,-8,101,-3.9
Cc1nc2cc(NC(=O)N3c4ccccc4CC3C)ccc2n1C (configuration not stated),3,-10,-3.5,-3,3,0,11,104,-1.2
CN1CCN(c2ccc(NC(=O)c3sc4ccccc4c3Cl)cc2)CC1,0,10,-0.1,21,-34,17,16,113,22*
C/C(=N\NC(=O)c1cccnc1)c1cc2ccccc2o1,-4,0,-0.7,15,0,-2,42,102,1.4
COc1ccc(-n2c(=O)c3ccccc3n(CC(=O)OCc3ccccc3)c2=O)cc1OC,7,0,-0.1,9,-4,-18,8,101,-0.6
COc1ccc(C2=NN(CCC(=O)NC3CCC(C)CC3)C(=O)CC2)cc1 (configuration not stated),3,-10,-6.0,6,2,-41,28,95,-3.1
CC(=O)NC(CC(=O)OCc1ccc([N+](=O)[O-])cc1)c1ccccc1 (configuration not stated),10,-12,-1.8,3,1,-11,19,101,-1.8
CC1CN(S(=O)(=O)c2ccc(C(=O)N(CCCN(C)C)c3nc4c(Cl)cccc4s3)cc2)CC(C)O1 (configuration not stated),5,-2,-1.2,20,-24,19,29,103,-3.2
COCCNC(=O)CN1C(=O)NC(c2ccccc2)(c2ccccc2)C1=O,12,-1,0.1,-14,13,-6,42,98,-0.7

# Among those listed so far, these contain four or more nitrogen atoms:
SMILES,IDE cell activ,p-CIP stab down,IMP-1 inhibitor,UBC9 SUMO inh,HCV NS3 hel inh,FID counter,PHOSPHO1 inh,MEKK3 PB1 HTS,VIM-2 inh
O=C1NC(=S)N/C1=C/c1cc([N+](=O)[O-])ccc1N1CCOCC1,.,-4,-0.8,-2,-1,1,18,.,0.5
CCn1ncc(C2=NOC(C(=O)Nc3cnn(C45CC6CC(CC(C6)C4)C5)c3)C2)c1C (configuration not stated),-7,-1,-0.9,-18,-18,-36,16,111,-3.5
O=C(CSc1ncn[nH]1)Nc1nc(-c2ccccc2)ns1,8,-5,-3.3,-18,-10,1,43,102,-2.8
COc1ccc(Nc2c([N+](=O)[O-])ccc3c2=NC2(CCCCC2)N=3)cc1,7,-2,-2.6,-3,14,6,4,98,-0.2
Cc1cnc(CNC(=O)C2CCC(=O)N(CCc3ccc(Cl)cc3)C2)cn1 (configuration not stated),-1,5,3.0,-8,-1,-7,41,104,-0.9
CC(C)OCCCN1CN(S(=O)(=O)c2cccc(Cl)c2)c2nc3ccccc3nc21,6,-6,-2.7,-23,0,-21,24,100,-3.2
Cc1ccc(-n2c(=O)[nH]c3c(C(N)=O)nc(CC(C)C)nc32)cc1,4,-2,-1.9,-7,1,-17,10,99,-5.2
COc1cccc(/C=N/NC(=O)Cn2cnc3c2c(=O)n(C)c(=O)n3C)c1OC,.,7,-2.1,31,8,-24,20,100,-1.7
CSCCCNC(=S)Nc1cccc(S(=O)(=O)NC2=NCCC2)c1,-4,0,-1.3,9,9,-1,24,85,-0.4
CC(c1ccccc1)N1CCn2c(nc3cc(NC(=O)c4cccs4)ccc32)C1 (configuration not stated),-2,-7,-2.5,24,-24,-13,40,19*[inhibitor],-2.2
CN1CCN(CC(=O)N(Cc2c(C#N)c3ccccc3n2C)c2ccccc2)CC1,2,-3,-2.7,26,-11,8,-1,103,-0.9
O=C(N/N=C/c1cn(-c2ccccc2)nc1-c1ccccc1)c1ccco1,-4,9,-1.9,2,-5,-12,22,106,-1.6
Cc1cc(NC(=O)Cn2cnc3sc(C)c(-c4ccccc4)c3c2=O)no1,3,10,3.9,-8,-11,-12,-8,101,-3.9
Cc1nc2cc(NC(=O)N3c4ccccc4CC3C)ccc2n1C (configuration not stated),3,-10,-3.5,-3,3,0,11,104,-1.2
CC1CN(S(=O)(=O)c2ccc(C(=O)N(CCCN(C)C)c3nc4c(Cl)cccc4s3)cc2)CC(C)O1 (configuration not stated),5,-2,-1.2,20,-24,19,29,103,-3.2

# An excerpt; the hit share may differ from the screen's.
